# mec2-1 = NCI yeast anticancer drug screen, S. cerevisiae mec2-1 strain; growth inhibition, % at 50 µM; hit rate 9% among 79,000;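 also: 0% = growth of vehicle-only cultures of the same strain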
#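 Vehicle-treated cultures served as reference for growth inhibition of compound-exposed mec2-1 yeast.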
# sgs1 mgt1 = NCI yeast anticancer drug screen, S. cerevisiae sgs1 mgt1 strain. % growth inhibition at 50 µM. hit rate 10% among 78,000. AID 161, 2004;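 also: 0% = growth of vehicle-only cultures of the same strain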
#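 Genetically altered yeast, compound exposure, growth inhibition relative to vehicle.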
# yeast mlh1 rad18 = NCI yeast anticancer drug screen, S. cerevisiae mlh1 rad18 strain. % growth inhibition at 50 µM. hit rate 11% among 79,000;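 also: 0% = growth of vehicle-only cultures of the same strain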
#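 Compound-treated yeast growth, normalised to vehicle controls. Strain bears defined DNA repair mutations.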
# bub3 = NCI yeast anticancer drug screen, S. cerevisiae bub3 mutant strain | % growth inhibition at 50 µM | hit rate 9.9% among 78,000 | AID 167, 2004;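 also: 0% = growth of vehicle-only cultures of the same strain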
#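 Part of a panel of yeast mutants defective in DNA damage repair or cell cycle regulation. Each strain is grown with compound, and inhibition is calculated relative to solvent-treated cultures.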
# rad50 = NCI yeast anticancer drug screen, S. cerevisiae rad50 strain; % growth inhibition at 50 µM; hit rate 10% among 79,000; AID 155, 2004;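 also: 0% = growth of vehicle-only cultures of the same strain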
#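 Compounds were tested on a yeast strain with an engineered DNA damage repair alteration; the reported value is growth inhibition normalised to vehicle treatment.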
# cln2 rad14 = NCI yeast anticancer drug screen, S. cerevisiae cln2 rad14 strain; growth inhibition, % at 50 µM; hit rate 8.3% among 78,000;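 also: 0% = growth of vehicle-only cultures of the same strain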
#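 Strain: cln2 rad14 yeast, altered in cell cycle control and DNA damage repair. Read-out: growth inhibition vs vehicle.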
# * = called active by the depositor; & = joins results of further samples. Rule as the data show it: active = growth inhibition above about 70%; inactive = the rest.
SMILES,mec2-1,sgs1 mgt1,yeast mlh1 rad18,bub3,rad50,cln2 rad14
N#Cc1ccc(NC(=O)Nc2cccc(C#N)c2)cc1,-12,-10,-16,0,-4,-15
COc1cc(C(C)c2cc3c(cc2OCCN)OCO3)cc(OC)c1OC (stereo not drawn),-33,-47,-40,-48,-25,-21
Cc1ccc(OCC(=O)Nc2ccc(Cl)cc2)c(C)c1,-2,21,16,19,12,17
CCC(=O)Oc1ccc(C(C)(C)C)cc1C,22,24,32,20,32,-4
CC(SSc1ccc(C(C)(C)C)cc1)c1ccccc1 (stereo not drawn),-14,-11,-1,10,9,-35
CC(=O)C1C(=O)C(=O)N(c2cccc([N+](=O)[O-])c2)C1=O (stereo not drawn),-24,-9,-54,-23,-40,-9
c1ccc2c3c([nH]c2c1)CN(C1CCCCC1)C3,5,19,9,12,-2,20
CSC(c1ccccc1Cl)=[N+]1CCCCC1,18,52,27,2,49,7
COCOC1CCCC[C@@]1(OCCOCCO[C@@]1(c2ccccc2)CCCC[C@H]1OCOC)c1ccccc1 (stereo partly drawn),-17,13,44,-23,-21,-25
COc1ccc(/C=C2/C(=O)N(/C=C3\C(=O)Oc4ccccc4C3=O)C(=NC(C)=O)N2C)cc1OC,-20,34,-14,-11,-26,17
C(=C\CSc1ccccn1)/CSc1ccccn1,6,57,25,49,50,19
O=C1c2ccccc2CCC1(Br)Cc1ccccc1 (stereo not drawn),13,14,11,-7,8,-20
O=c1oc2ccccc2cc1-n1nnc2cc([N+](=O)[O-])ccc21,24,26,27,13,39,-26
Nc1[nH]c(=O)[nH]c(=O)c1N=Nc1ccc(S(N)(=O)=O)cc1,13,-5,4,-7,-10,-18
CC1(c2ccccc2)OC1C(=O)N(c1ccccc1)c1ccccc1 (stereo not drawn),85*,53,98*,93*,96*,97*
COc1ccc(OCC(=O)N2CCCCC2)cc1,-12,0,-2,13,-3,-40
c1cc[c]([Sn]([S]c2cccc3cccnc23)([S]c2cccc3cccnc23)[c]2ccccc2)cc1,98*,98*,98*,96*,97*,95*
c1ccc(-c2nc3c(N4CCCCC4)ncnc3o2)cc1,8,18,13,10,8,11
COC1OC2COC(C)(c3ccccc3)OC2C(O)C1[NH-].COC1OC2COC(C)(c3ccccc3)OC2C(O)C1[NH-].[Cl][Pt+2][Cl] (stereo not drawn),-3,-8,35,-3,0,-25
CCCCOCCOc1ccc(C(=O)O)cc1,-1,11,3,-4,-6,-9
O=c1[nH]nc(Cc2ccccc2)n1CCCl,14,16,12,8,17,-4
CC(C)CCC[C@@H](C)[C@H]1CC[C@H]2[C@@H]3CCC4=CC(=O)NCC[C@]4(C)[C@H]3CC[C@]12C,-3,35,16,-9,13,27
CCN(CC)CCC(=O)c1cnc(-c2ccccc2)nc1C,35,39,20,18,7,2
NCCCC(N)C(=O)O (stereo not drawn),-17,-34,-20,-43,-17,-13
NNC(=O)c1ccccc1Br,-17,-15,-27,-6,-14,5
CCCCCCCC(=O)Nc1nnc(SCCCCCCCCCCSc2nnc(NC(=O)CCCCCCC)s2)s1,-15,-6,-4,0,-33,-52
C[n+]1ccccc1Cl,44,60,48,34,60,37
C1=CC(c2ccccc2)=C(c2ccccc2)C(c2ccccc2)C(c2ccccc2)=C1 (stereo not drawn),2,13,12,-1,18,27
COC(=O)c1cc(OC)nc(Cl)n1,13,1,2,-12,4,-37
C1NNCC12CNNC2,-9,-5,10,-22,-9,-16
O=c1cc(-c2ccccc2)[nH]c2cc(F)cc(F)c12,-50,-56,-60,-66,-67,-32
CN1C(=O)C(n2[nH]c(=O)n(-c3ccc(Cl)cc3)c2=O)C(=O)N(C)C1=O,7,6,6,15,2,-22
Nc1ccc2c(c1)C(=O)c1ccc(F)cc1-2,20,10,33,20,81*,5
CCn1c(=O)c2c3cc(O)ccc3oc2c2ccc(O)cc21,-38,-16,-15,-5,-21,0
Cc1ccc(S(=O)(=O)OCC2(F)CC2(c2ccccc2)c2ccccc2)cc1 (stereo not drawn),10,39,29,19,41,24
O=[N+]([O-])c1ccc(Sc2c3ccccc3nc3ccccc23)cc1,-16,-16,-25,-11,-9,-21
CC(C)(C)c1cc(C(O)(C(F)(F)F)C(F)(F)F)c(S)c(C(O)(C(F)(F)F)C(F)(F)F)c1,99*,99*,99*,99*,99*,99*
NC(CCCCCC(N)C(=O)O)C(=O)O (stereo not drawn),9,15,3,19,15,77*
O=C1COC(=O)N1,-22,-3,8,0,-7,-3
N#CCCSc1ccccc1,4,-2,3,1,2,9
NC(=O)NCCCC1NC(=S)N(c2ccccc2)C1=O (stereo not drawn),-4,-3,34,24,-3,-3
CCOC(=O)NCC(C)(C)C,11,6,35,-8,-2,-1
CC[C@]1(O)C[C@H]2[C@@H]3CCc4cc(OC)ccc4[C@H]3CC[C@]2(C)[C@H]1O,48,50,46,50,46,69
CN(C)c1nc(NC(=O)NC(=O)c2c(F)cccc2F)nc(N(C)C)n1,11,2,10,19,-2,8
CCOC(=O)C1(C)CCC(C(=O)OC)C1=O (stereo not drawn),-31,-55,-18,-60,-36,-5
COCCN1CC(=O)N2Cc3ccccc3CN2C(=O)C1,-14,-6,-7,-3,-5,-10
Nc1ccc(OCCCc2c(N)nc(N)nc2N)c(Cl)c1,99*,99*,99*,98*,98*,98*
Nc1ncc(CN2CCOCC2)c(-c2ccccc2O)n1,-7,-10,1,19,-32,-15
COCC1OC(OC)C(OC)C(OC)C1OC (stereo not drawn),0&-13,0&8,-4&-5,1&-21,3&-4,1&-50
NC(=O)C(=O)C1CCC2=C(Sc3ccccc3N2)C1=O (stereo not drawn),-5,-6,4,34,39,30
c1cc(CCc2ccncc2)ccn1,-16,2,22,1,22,4
CC(=O)OCC1OC(n2c(=S)n(-c3ccccc3)c(=S)c3ccccc32)C(OC(C)=O)C(OC(C)=O)C1OC(C)=O (stereo not drawn),4&22,-9&14,-22&24,4&28,-22&-5,14&8
O=[N+]([O-])c1ccc(C2OC3CC4C5CCCC5C3C4O2)cc1 (stereo not drawn),-6,0,-23,-1,10,2
COc1ccc(N=NN(C)C(C)=O)cc1,10,-10,5,-13,5,-20
CCCCC1(C=O)NC(=O)N(C)C1=O (stereo not drawn),2,-11,-9,7,5,6
CCC(C)C1NC(=S)N(c2ccccc2)C1=O (stereo not drawn),7,-18,-30,-9,-9,-1
Cc1c(CCCl)c(Cl)n2c(nc3ccccc32)c1C#N,21,39,57,23,39,33
O=C(N=C1C=CC(=NC(=O)OCc2ccccc2)C=C1)OCc1ccccc1,10,6,8,-17,-3,4
CCCCCCCCCCCCCCCC#N,3,8,38,13,14,2
CC(=O)N=C1N(/C=C2\C(=O)Oc3ccccc3C2=O)C(=O)/C(=C/c2ccc(OC(C)=O)cc2)N1C,-17,-15,1,1,-10,13

# Random excerpt: 2 entries already listed
SMILES,mec2-1,sgs1 mgt1,yeast mlh1 rad18,bub3,rad50,cln2 rad14
CCCCC1(C=O)NC(=O)N(C)C1=O (stereo not drawn),2,-11,-9,7,5,6
NC(=O)C(=O)C1CCC2=C(Sc3ccccc3N2)C1=O (stereo not drawn),-5,-6,4,34,39,30

# The listing continues.
SMILES,mec2-1,sgs1 mgt1,yeast mlh1 rad18,bub3,rad50,cln2 rad14
Cc1ccc(S(=O)(=O)N/N=C(/CC(=O)c2c(C)n([O-])c3ccccc3[n+]2=O)C(=O)Nc2ccccc2C)cc1,10,-29,3,1,-12,15
O=C(Nc1ccc(C2=NCCN2)cc1)c1ccc(C(=O)Nc2ccc(C3=NCCN3)cc2)c(Cl)c1,79*,76*,88*,68,51,80*
CC(C)=NNS(=O)(=O)c1ccc(C)cc1,15,3,-8,-14,-8,7
c1ccc(C23CC4CCCCC4CC2O3)cc1 (stereo not drawn),0,-3,-22,-18,2,-16
C=CCC12CC(=O)C=C1CCC1(C2)OCCO1 (stereo not drawn),-2,11,27,-10,16,22
Cc1ccc(C(=O)c2ccccc2Cl)cc1,-7,4,-10,7,5,-31
Fc1ccc(Oc2nc3ccccc3nc2-c2ccccc2)cc1,4,-2,26,-9,-3,6
O=C1CCc2ccccc2O1,-1,19,16,-13,40,-20
O=[N+]([O-])c1cccc2nc3ccccc3c(NCCN(CCO)CCO)c12,73*,53,58,-18,71*,85*
NNc1ccccc1-c1nc2ccccc2[nH]1,48,12,91*,77*,76*,32
COC(=O)C1CCC(=O)C(Sc2ccccc2)C1 (stereo not drawn),-12,18,28,32,25,6
O=C(Nc1nccs1)c1c(O)nc2sccn2c1=O,-33,19,-13,15,9,22
C[s+]1c2ccccc2c2ccccc21,-46,-33,-50,-13,-66,-23
N#CC(C#N)=C(N)/C(C#N)=C/c1ccc2ccccc2n1,-11,-6,-12,-5,0,13
N#Cc1c(N)[nH]c(=S)c(C#N)c1-c1ccccc1,35,47,35,31,46,34
CC1(C)Oc2nc[nH]c(=O)c2C1c1ccccc1 (stereo not drawn),-4,0,5,-19,3,-20
Cc1cc(N/N=C/c2ccnc3ccccc23)c2cc3c(cc2n1)OCO3,18,23,21,32,43,27
O=C1N2CCCSC2=NC1(c1ccccc1)c1ccccc1,1,2,0,13,-7,11
N/C(=N\N=C\c1ncccc1O)NO,3,0,-7,22,-21,28
CC1=Cc2cc3[n-]c(cc4nc(cc5[n-]c(cc1n2)c(C)c5CCC(=O)O)C(CCC(=O)O)=C4C)cc3C.[Cu+2],-1,10,0,15,1,-49
CCCCCc1cc[n+](CC(=O)c2ccccc2)cc1,1,-12,13,-10,4,-63
CCOC(=O)/C(F)=C/c1cccc(C)c1,-23,-18,-3,-5,-5,-5
Cc1nc(N)nc(C)c1N=Nc1ccccc1Br,4,2,-6,5,2,-42
CC(C)c1ccc(O)c(C(C)(C)C)c1,-30,-14,-15,-32,-26,-14

# Ordered by formula weight (falling): some entries from above.
SMILES,mec2-1,sgs1 mgt1,yeast mlh1 rad18,bub3,rad50,cln2 rad14
Cc1cc(N/N=C/c2ccnc3ccccc23)c2cc3c(cc2n1)OCO3,18,23,21,32,43,27
N#CC(C#N)=C(N)/C(C#N)=C/c1ccc2ccccc2n1,-11,-6,-12,-5,0,13
CCCCCc1cc[n+](CC(=O)c2ccccc2)cc1,1,-12,13,-10,4,-63
CC1(C)Oc2nc[nH]c(=O)c2C1c1ccccc1 (stereo not drawn),-4,0,5,-19,3,-20
C[s+]1c2ccccc2c2ccccc21,-46,-33,-50,-13,-66,-23
N/C(=N\N=C\c1ncccc1O)NO,3,0,-7,22,-21,28
CC(C)c1ccc(O)c(C(C)(C)C)c1,-30,-14,-15,-32,-26,-14

# Part of the list above, tab-delimited.
SMILES	mec2-1	sgs1 mgt1	yeast mlh1 rad18	bub3	rad50	cln2 rad14
CCOC(=O)/C(F)=C/c1cccc(C)c1	-23	-18	-3	-5	-5	-5
Cc1nc(N)nc(C)c1N=Nc1ccccc1Br	4	2	-6	5	2	-42
CC(C)c1ccc(O)c(C(C)(C)C)c1	-30	-14	-15	-32	-26	-14

# Additional results:
SMILES,mec2-1,sgs1 mgt1,yeast mlh1 rad18,bub3,rad50,cln2 rad14
CCCCOC(=O)c1ccc(NC(=O)Nc2cc(Cl)ccc2OC)cc1,16,7,4,12,8,1
O=C1/C(=C/c2ccccc2)CN(C(=O)Oc2ccc(Cl)cc2)C/C1=C\c1ccccc1,-8,-16,-30,8,8,5
N=C1OC(C(Cl)(Cl)Cl)N(c2cccc(F)c2)C1=O (stereo not drawn),-5,-6,-2,-21,-14,-21
N=c1ccccn1C(=O)C1=Cc2cc(Cl)cc(Cl)c2OC1,1,-2,-2,8,-16,-26
O=C(Cl)/C=C(\c1ccccc1)C(c1ccccc1)[N+](=O)[O-] (stereo not drawn),-8,3,-5,-7,1,-1
O=C(/C=C/c1ccc(F)c(F)c1)OCCc1ccccc1,29,33,27,41,28,29
CCCCCCCCCCCCCCNCCCCCCCCCCCCCC,-9,24,17,17,21,32
CN(C1=NC(c2ccccc2)(c2ccccc2)C(=O)N1)c1ccccc1,-7,6,-2,6,1,-29
CN(C)C(=S)Oc1cc(OCCCOc2cccc([N+](=O)[O-])c2)cc([N+](=O)[O-])c1,5,-15,-3,-3,-13,-8
CCCC(c1cc(C(C)(C)C)c(O)cc1C)c1cc(C(C)(C)C)c(O)cc1C,-40,-52,2,-13,-15,4
O=C(c1ccc(Cl)cc1)C(C(c1ccccc1[N+](=O)[O-])N1CCCCC1)N1CCCCC1 (stereo not drawn),0,-10,2,-24,-15,-31
Nc1ncnc(Cl)c1[N+](=O)[O-],-11,0,-4,4,-36,-23
COC(=O)/C=C(/Nc1ccccc1C(=O)O)C(=O)OC,20,-5,-21,-16,-6,3
O=C1OC(c2ccc(O)c(O)c2)(c2ccc(O)c(O)c2)c2ccccc21,-24,-27,-33,-22,-28,6
